High-throughput results (PubChem BioAssay)
DENV2 CPE: inhibitors of DENV2 cytopathic effect | DENV2-infected cells, cytopathic effect rescue, plate reader | actives 1.7% (n = 350,000) | AID 651640 | CPE inhibition, % at 9.99 µM; in the data active means CPE inhibition above about 20%, passing the limit was not always enough; inconclusive means no clear call, values can overlap the other calls; tested in BHK-21 cells;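 further: 0% = median of neutral control wells and 100% = median of positive control wells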
Xi reactivation: reactivates the inactive X chromosome in mouse fibroblasts | actives 0.055% (n = 360,000) | activation, % at 7.58 µM | XiGFP mouse fibroblasts, % GFP-positive cells imaging, 3 d; cells co-treated with 5-aza-dC sensitizer; scaled so ellipticine positive control = 100%;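 active means mean normalized replicate activation at least 10% and every replicate at or above 10%; inconclusive means only one of the two criteria met; inactive means mean below 10% and not all replicates reach 10%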;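 further: 0% = median of on-plate neutral control wells and 100% = ellipticine 6 µM median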
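System: 68-5-11 XiGFP fibroblast line | Buffer or medium: DMEM containing 5-aza-dC | Compound: Single point | Times: Compounds 3 days, fix/stain 15 min at room temperature | Benchmarks: Positive control ellipticine, 6 µM final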
ARNT-TACC3 inh: disrupts binding between human ARNT and TACC3; AlphaScreen His-ARNT PAS-B/GST-TACC3 binding, luminescence; TACC3 fragment carries E629A point mutation; inhibition, % at 9.99 µM; actives 0.66% (n = 390,000); AID 623870;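 active means mean inhibition of replicates at least 50% and at least half of replicates each reaching 50%; inconclusive means half or more replicates reach 50% but mean below 50%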;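 further: 0% = complete ARNT plus TACC3 wells and 100% = ARNT alone without TACC3; many hits fall short of the cut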
F508del corr: correctors of CFTR F508del function in bronchial epithelial cells. CFBE cells, YFP halide quenching; stimulated with forskolin plus potentiator P3; % fluorescence drop versus neutral controls. activity (quench increase), % at 7.58 µM. actives 0.36% (n = 350,000). AID 720511;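 active means mean added fluorescence quench of at least 8% versus neutral control, with both replicates also reaching 8%; inconclusive means only one of the mean or replicate conditions met; inactive means mean below 8% and not both replicates reaching 8%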;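 further: cells transiently co-express mutant CFTR-F508del with the halide-sensitive YFP; corrector assay measuring rescue of mutant channel to the surface after 24 h compound exposure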
PAX8 reporter: lowers PAX8-driven luciferase in RMG-I cells; RMG-I TPO-luciferase reporter, SteadyGlo, 24 h; inhibition, % at 12.6 µM; actives 1.2% (n = 360,000); AID 652154;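 active means mean replicate inhibition at least 60% with every replicate also reaching 60%; inconclusive means only one of the two criteria is met; inactive means mean below 60% and not all replicates reaching 60%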;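 further: luciferase light reporting Pax8 driven TPO promoter activity; plate controls were median of neutral control wells for no effect and mitoxantrone controls for full effect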
ERp5 block: blocks human ERp5 reductase activity on insulin; ERp5 insulin aggregation, absorbance 650 nm, 90 min; inhibition, % at 9.99 µM; actives 0.05% (n = 350,000); AID 651711;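 active means mean replicate inhibition above about 25%, with every replicate also reaching it, limit read from the data, passing the limit was not always enough; inconclusive means only one of those two criteria met; inactive means neither criterion met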
Target sequence (Q15084 whole entry, looked up): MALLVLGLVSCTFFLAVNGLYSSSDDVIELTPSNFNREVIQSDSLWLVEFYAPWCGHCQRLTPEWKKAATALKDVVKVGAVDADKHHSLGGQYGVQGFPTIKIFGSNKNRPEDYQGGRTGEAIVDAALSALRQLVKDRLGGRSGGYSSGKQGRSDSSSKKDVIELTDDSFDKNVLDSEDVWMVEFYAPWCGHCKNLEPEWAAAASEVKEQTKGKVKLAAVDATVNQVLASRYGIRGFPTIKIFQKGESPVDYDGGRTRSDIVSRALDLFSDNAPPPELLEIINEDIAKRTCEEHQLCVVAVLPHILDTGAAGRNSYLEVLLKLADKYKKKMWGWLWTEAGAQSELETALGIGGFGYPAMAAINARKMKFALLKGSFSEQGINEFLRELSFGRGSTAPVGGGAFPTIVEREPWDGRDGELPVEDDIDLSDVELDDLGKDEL
GSIS activator: primary screen for activators of insulin secretion dependent on glucose, INS-1E cells, GLuc reporter luminescence | activation, % at 16.6 µM | AID 743287 | INS-1E GLuc reporter insulin secretion, 2-3 h | actives 0.61% (n = 370,000);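 active means lowest replicate activation of at least 40%, so every replicate reaches that level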;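 further: 0% = median of neutral control wells and 100% = median of IBMX positive control wells; some compounds called inactive have numbers as strong as hits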
EWS-Fli inh: EWS/Fli transcriptional activity inhibition | A673 NR0B1-luciferase reporter, viability-normalised | AID 651661 | actives 0.67% (n = 350,000) | inhibition, % at 12.6 µM;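 active means mean inhibition of at least 50% after viability correction, with every replicate also passing that limit; inconclusive means mean reaches 50% but only one of two replicates passes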;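 further: firefly luciferase signal divided by Alamar Blue viability fluorescence both relative to DMSO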
Numbers without * were called inactive; u = inconclusive; x = no result given.

SMILES | DENV2 CPE | Xi reactivation | ARNT-TACC3 inh | F508del corr | PAX8 reporter | ERp5 block | GSIS activator | EWS-Fli inh
CS(=O)(=O)N(CC(=O)NC1CCCCC1)c1cccc(F)c1 | 10.4 | 0.2 | -0.3 | -0.1 | -3.1 | 2.4 | 11.1 | 6.7
C[C@H]1CN([C@@H](C)CO)S(=O)(=O)c2ccc(C#CCN(C)C)cc2O[C@@H]1CN(C)C | 14.7 | 0.1 | 2.7 | 2.1 | x | -0.7 | 5.5 | -1.3
COC(=O)c1cc(=O)c2c([N+](=O)[O-])ccc(OC)c2o1 | -1.1 | 0.0 | 1.5 | x | 32.2 | 1.0 | 14.7 | -3.9
COc1ccc(-c2cn(-c3ccc(C)c(Cl)c3)c(=S)[nH]2)cc1OC | -0.9 | 0.0 | 6.6 | -1.4 | 30.8 | 3.5 | -49.1 | 15.5
N#Cc1cc(Br)ccc1N=C1CCCN1c1ccccc1 | 24.0* | 0.0 | -21.4 | 0.0 | 26.3 | 10.1 | -1.6 | 5.4
CCOC(=O)c1n[nH]n2c1nc(=O)c1ccccc12 | -2.7 | 0.0 | 6.1 | 0.3 | -15.6 | 1.8 | -1.6 | 3.3
COc1ccc(/C=N/NC(=O)c2cccnc2)cc1 | 1.6 | 0.0 | 2.9 | -1.0 | -6.7 | 8.5 | -6.9 | -19.3
COc1ccc(NC(=O)Cn2nnc(C(=O)NCc3ccc4c(c3)OCO4)c2N)cc1 | -1.9 | 0.1 | -3.6 | -0.8 | -1.3 | u | 0.8 | -2.7
CCC(=O)NNC(=O)CCC(=O)Nc1ccccc1 | -1.9 | x | x | -1.3 | x | -1.9 | 1.2 | -19.7
Cn1nc(/C=C/c2ccccc2)ccc1=O | -3.2 | 0.0 | -5.5 | 1.9 | -78.6 | -0.3 | -2.3 | -42.4

Results in ERp5 block (three entries from above):
SMILES	ERp5 block
CCOC(=O)c1n[nH]n2c1nc(=O)c1ccccc12	1.8
N#Cc1cc(Br)ccc1N=C1CCCN1c1ccccc1	10.1
COc1ccc(/C=N/NC(=O)c2cccnc2)cc1	8.5

Copied from the list.
COc1ccc(-c2cn(-c3ccc(C)c(Cl)c3)c(=S)[nH]2)cc1OC – F508del corr = -1.4
CCOC(=O)c1n[nH]n2c1nc(=O)c1ccccc12 – ERp5 block = 1.8

New compounds follow
SMILES | DENV2 CPE | Xi reactivation | ARNT-TACC3 inh | F508del corr | PAX8 reporter | ERp5 block | GSIS activator | EWS-Fli inh
O=C1c2ccccc2C(c2nnnn2Cc2ccccc2)N1CCc1ccc(O)cc1 (stereo not drawn) | 4.5 | 0.0 | x | -0.9 | -22.3 | 3.8 | -24.7 | -11.8
CCc1ccc(-c2cc(C)no2)cc1S(=O)(=O)N1CC(=O)Nc2ccccc21 | -4.4 | 0.0 | -2.2 | 3.1 | 2.0 | -7.2 | -14.5 | 0.5
Cc1sc(NC(=O)CCCC(=O)O)c(C(N)=O)c1-c1ccccc1 | -0.9 | 0.0 | -9.8 | x | -9.7 | -0.9 | 30.9 | 54.2*
CNC(=O)c1sc(Nc2cc(C)ccc2C)nc1C | 4.6 | 0.2 | -2.1 | 0.1 | -30.3 | -3.9 | 3.3 | 1.8
COc1cccc(C(c2nnnn2C2CCCC2)N2CCN(C/C=C/c3ccccc3)CC2)c1OC (stereo not drawn) | u | 0.0 | x | 4.5 | 6.9 | -2.6 | -46.4 | 12.9
CC(C)COC(=O)N1CC(O)CC1C(=O)Nc1ccc2c(c1)OCO2 (stereo not drawn) | 14.2 | 0.2 | x | -4.3 | -21.7 | 3.8 | -1.3 | -2.0
COc1ccc(F)cc1-c1cc(C(=O)NCc2cccc(C(F)(F)F)c2)[nH]n1 | -9.8 | 0.0 | x | 0.8 | 15.2 | 0.2 | -22.5 | 6.5
C/C(CC(C)C)=N\Nc1ccc(S(N)(=O)=O)cc1[N+](=O)[O-] | x | 0.0 | -5.1 | 6.2 | 13.8 | -3.1 | -9.2 | -10.5
CCc1nc2ccc(C(=O)Nc3ccc(NC(C)=O)cc3)cn2c1N(CCC(C)C)CCN(C)C | -9.6 | -0.1 | x | -1.6 | -5.1 | 3.1 | 12.4 | -14.3
Cc1ccc2nc(N3C(=O)C(O)=C(C(=O)c4ccc(C)o4)C3c3ccco3)sc2c1 (stereo not drawn) | 10.3 | 0.0 | 7.7 | 1.3 | -7.4 | 2.0 | x | -28.9
CSc1nc(=O)n2cc(C)ccc2n1 | -1.0 | 0.0 | 0.7 | -1.3 | 1.0 | 11.5 | 3.1 | -1.0
COc1ccc(C(C)=O)cc1COC(=O)C(CO)NS(=O)(=O)c1ccc(Br)cc1 (stereo not drawn) | -1.6 | 0.0 | -1.4 | 2.4 | 11.5 | 3.2 | 12.6 | 5.4
COc1ccc(CN(C)C[C@H]2Oc3ccc(NC(=O)Cc4ccccc4)cc3CC(=O)N([C@@H](C)CO)C[C@@H]2C)cc1 | u | 0.1 | -2.6 | 1.4 | 13.7 | -3.5 | -8.1 | x
COc1ccccc1NC(=O)CCNC(=O)C1CCN(S(=O)(=O)c2ccccc2)CC1 | 3.2 | 0.0 | x | 1.6 | 15.0 | -5.5 | 7.3 | 8.8
CN(C)c1ccc(/C=N/n2cnn(Cc3ccccc3Cl)c2=S)cc1 | -3.2 | 0.0 | x | -1.6 | -22.0 | 8.4 | -1.9 | -34.3
CCOc1ncccc1C(=O)Nc1cccc(S(=O)(=O)N2CCOCC2)c1 | 7.7 | -0.1 | x | 0.7 | -2.9 | -11.2 | 14.5 | 9.2
Cc1c(C)c2ccc(OC(C)C(=O)NC3CC(C)(C)NC(C)(C)C3)cc2oc1=O (stereo not drawn) | -4.0 | 0.0 | -0.6 | -4.3 | 5.8 | 4.8 | 4.3 | 1.1
COc1cccc(C2C(C#N)=C(C)NC3=C2C(=O)CC(C)(C)C3)c1 (stereo not drawn) | -3.5 | 0.0 | -25.2 | 0.0 | -0.9 | 2.9 | 1.7 | 8.3
Clc1ccc(Cc2ccc(SCc3ccccc3)nn2)c(Cl)c1 | x | x | -2.6 | x | 0.7 | 2.3 | 5.3 | x
COCCN(C(=O)CSc1nnc(-c2ccccc2F)o1)c1c(N)n(CC(C)C)c(=O)[nH]c1=O | 12.4 | -0.2 | -0.9 | 3.6 | x | -0.6 | -8.1 | -5.2
O=C(NC1CCCC1)c1ccc(CS(=O)(=O)Cc2ccccc2F)o1 | -2.7 | 0.1 | -5.7 | 1.1 | -0.8 | 11.9 | -9.7 | -3.9
COc1ccc(NC(=O)Nc2cccc3c2O[C@H](CN(C)S(=O)(=O)c2cn(C)cn2)[C@@H](C)CN([C@@H](C)CO)C3=O)cc1 | -14.3 | -0.5 | 0.2 | 0.4 | x | -8.9 | 4.7 | -1.1
CC(C)CC#Cc1cnc2c(c1)C(=O)N([C@@H](C)CO)C[C@@H](C)[C@H](CN(C)Cc1ccc(F)cc1)O2 | 2.7 | -0.8 | 4.6 | 2.6 | x | -4.8 | -10.1 | 16.5
Cc1cc(SCC(=O)Nc2cccc(S(N)(=O)=O)c2)c(C)cc1Br | x | 0.1 | -2.8 | 3.8 | 2.3 | 4.1 | -12.7 | 18.1
C[C@@H]1CN([C@H](C)CO)C(=O)Cc2cc(NC(=O)Cc3cn(C)c4ccccc34)ccc2O[C@@H]1CN(C)CC1CCCCC1 | 2.5 | -0.8 | 7.1 | 1.7 | x | 10.4 | 2.4 | 1.9
C[C@@H]1CN([C@@H](C)CO)C(=O)c2cc(NS(=O)(=O)c3ccc(Cl)cc3)ccc2O[C@@H]1CN(C)Cc1ccncc1 | 0.6 | 0.0 | -0.5 | 0.2 | 3.8 | 0.3 | -10.3 | -1.2
O=C(c1cccc(F)c1)N1CC(=O)N2[C@@H](CO)[C@H](c3ccc(C#Cc4ccc(F)cc4)cc3)[C@@H]2C1 | -0.9 | 0.5 | x | 1.4 | x | 15.9 | -9.2 | -1.8
COCCNC(=S)N1CCCN(c2nc3cc(C)ccc3cc2C#N)CC1 | 4.0 | 0.1 | 2.1 | -0.1 | -3.9 | 2.0 | 8.3 | 3.7
C[C@H]1CN([C@@H](C)CO)S(=O)(=O)c2ccc(-c3cncnc3)cc2O[C@H]1CN(C)C(=O)C1CCC1 | -12.3 | -1.1 | 0.4 | 1.7 | x | 5.5 | 1.0 | -14.9
CCCCC(=O)Nc1nc2c(OC)cc([N+](=O)[O-])cc2s1 | 6.7 | -0.9 | -3.4 | 1.8 | 13.1 | -0.9 | 5.0 | 1.8
C/C(=C\c1cccc(Cl)c1Cl)C(=O)c1c(C)cc(C)[nH]c1=O | 8.7 | 0.0 | 4.1 | 2.3 | -4.1 | 4.5 | 16.8 | 3.5
Cc1ccc(NC(=O)CCn2c(=O)[nH]c3ccsc3c2=O)cc1 | -8.5 | -0.7 | -6.2 | -1.1 | 5.8 | -13.1 | 3.6 | 3.7
C[C@H](CO)N1C[C@H](C)[C@@H](CN(C)Cc2ccccc2)Oc2ncc(C#CCN(C)C)cc2C1=O | -8.2 | -0.9 | -3.2 | 0.8 | x | 3.3 | 19.6 | 3.5
CCCCCc1c2c(cc(O)c1C(=O)O)OC(=O)c1cc(C(=O)CCCC)c(OC)cc1O2 | -12.3 | x | 1.7 | -2.1 | x | -2.5 | 19.2 | -0.9
CC(C)N(C)c1ncnc2c1ncn2[C@H]1CN(Cc2ccc(-c3ccccc3)cc2)C[C@@H](CO)O1 | 0.6 | 0.0 | x | 1.6 | 10.4 | -8.8 | -30.6 | 9.6
COc1cccc(-c2cc(C(=O)NC3CC3)c3ccccc3n2)c1 | 6.4 | 0.2 | 1.3 | -2.1 | 10.8 | 8.6 | 22.3 | 10.4
COc1cccc(CNC(=O)Cn2ccc3cc(S(=O)(=O)N4CCCC4)ccc32)c1OC | -5.0 | 0.2 | 4.3 | -2.3 | -8.3 | 1.5 | 2.5 | 12.4
COc1ccc(C(=O)Nc2ccc3c(c2)C(=O)N(C)[C@@H]2CC[C@@H](CC(=O)NCC4CC4)O[C@H]2CO3)cc1 | 4.0 | 0.1 | -4.9 | x | 1.6 | -2.4 | 7.3 | -1.5
CC(C)(C)NC(=O)[C@@H]1CN(Cc2cccnc2)CCN1C[C@@H](O)C[C@@H](Cc1ccccc1)C(=O)N[C@H]1c2ccccc2C[C@H]1O | -2.6 | -0.1 | 26.9 | 3.2 | 11.3 | 0.1 | -14.3 | -3.3
CCCNC(=O)Nc1ccc2c(c1)C(=O)N(C)[C@@H]1CC[C@@H](CC(=O)O)O[C@@H]1CO2 | -3.8 | 0.1 | -19.4 | 1.8 | -14.5 | x | 3.7 | 8.5
Cn1c(=O)c2c(nc(CN3CCCCC3)n2Cc2c(F)cccc2Cl)n(C)c1=O | -6.1 | -0.1 | -1.2 | -3.2 | -0.4 | 2.6 | 6.1 | 2.5
CCOC(=O)c1c(C)c(C)n(Cc2cccc(OC)c2OC)c1C | -6.3 | -0.1 | -0.1 | x | 6.6 | 1.7 | -17.2 | 1.3

The order is random (roughly 4.2% active in at least one column).
